N370S GC mod – inhibitors or activators of N370S glucocerebrosidase for Gaucher disease | P04062 | hit rate 0.092% among 330,000 | N370S GC spleen homogenate, 4MU-glucoside fluorescence | Potency, µM (highest dose often 59.4 µM), without a hit: at the top dose activity change, negative = inhibition, actives largely listed as inhibitors;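 further: 0% = full enzyme activity and -100% = no enzyme basal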
FEN1 inhibitor – inhibitors of human flap endonuclease 1; Recombinant FEN1 flap cleavage, fluorescence, 15 min; hit rate 0.35% among 390,000; P39748; Potency, µM (series often up to 114 µM), without a hit: at the highest dose activity change, negative = inhibition, hits mostly inhibitors; further: nearly all actives have a fitted effect of over 65% in size
Target sequence (P39748 whole entry, looked up): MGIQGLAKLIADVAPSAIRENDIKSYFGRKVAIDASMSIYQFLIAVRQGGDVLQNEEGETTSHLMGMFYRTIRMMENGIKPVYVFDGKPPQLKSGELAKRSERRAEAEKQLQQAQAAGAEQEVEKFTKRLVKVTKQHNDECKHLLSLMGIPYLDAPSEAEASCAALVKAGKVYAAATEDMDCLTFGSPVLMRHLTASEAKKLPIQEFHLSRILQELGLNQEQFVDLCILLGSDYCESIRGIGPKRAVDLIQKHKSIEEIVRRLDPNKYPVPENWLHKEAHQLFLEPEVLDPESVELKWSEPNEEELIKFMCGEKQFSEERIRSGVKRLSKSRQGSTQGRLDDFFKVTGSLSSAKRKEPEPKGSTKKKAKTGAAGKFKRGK
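In this screen, 50 nM flap DNA substrate was added to 10 nM FEN1 pretreated with compound for 15 min at room temperature; cleavage was followed with reads at 0 and 15 min, and Hill fitting gave concentration–response parameters.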
GCN5L2 inh – blocks human GCN5L2 histone acetyltransferase | Q92830 | GCN5L2 HAT assay, ThioGlo1 CoA-SH fluorescence | Potency, µM (doses to about 58.9 µM), for the others: at the highest dose activity change, negative = inhibition, most hits filed as inhibitors | hit rate 0.21% among 390,000
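Compounds, pin-transferred from DMSO stocks, meet 20nM GCN5L2 for 15 min before the reaction begins with H3(1-25) peptide (75uM) and acetyl-CoA (70uM). Thiol-reactive ThioGlo1 reports CoA release over 20 min at room temperature.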
Active calls of the source: *; u = inconclusive; x = no result given; & = joins results of further samples; [ ] = remark or other dose. The call rests on the fitted dose curve; in most records, active means well fitted curve in the direction sought with a large enough effect; inconclusive means small, poorly fitted or top-dose-only effect, or another doubt; inactive means no such curve, though single readings can be large; an effect the other way counts as inactive or inconclusive. Unless noted, on the % scale 0 is the no-effect control and ±100 the full control effect; potency means the concentration at half of the fitted maximal effect. Only part of the results is shown; rates above refer to the full screens.

Results follow in this order: FEN1 inhibitor, N370S GC mod, GCN5L2 inh
1) CCCC[C@@H]1C=C(C(=O)O)[C@H](c2ccc(C#N)cc2)N1S(=O)(=O)c1ccc(C)cc1
→ -9%, x, -1%
2) CC1(C)Cc2c(C#N)c(OCC(=O)c3ccc(Cl)cc3)nc(-c3ccco3)c2CO1
→ -2%, -5%, -1%
3) O=C(Nc1ccsc1C(=O)O)c1cccc(Oc2ccccc2)c1
→ 2%, -1%, -3%
4) CONC(=O)c1cc(OCC(F)(F)F)ccc1OCC(F)(F)F
→ -9%, 5%, -3%
5) Cc1ccc(S(=O)(=O)N2CCC(C(=O)Nc3ccc4c(c3)OCO4)CC2)cc1
→ -3%, 7%, 8%
6) CC(Nc1ccc(-c2nc(-c3ccco3)no2)cc1[N+](=O)[O-])c1ccccc1 (stereo not drawn)
→ -8%, x, -18%
7) Cc1cc(C)n(-c2nc(-n3nc(C)cc3C)c3c4c(sc3n2)COC(C)(C)C4)n1
→ x, -1%, -5%
8) Cc1ccc(S(=O)(=O)/N=C(/c2ccc(F)cc2)N(C)C)cc1
→ -8%, 2%, 5%
9) Cn1cnc2c(ncn2[C@@H]2O[C@H](CO)[C@@H](O)[C@H]2O)c1=N
→ x, 6%, 22%
10) Cc1cccc(CC(=O)N2CC(=O)Nc3ccc(C)cc3C2c2ccc(F)cc2)c1 (stereo not drawn)
→ 10%, x, 0%
11) Cc1ccc(NC(=O)CSc2nnc(-c3ccccn3)n2N)cc1F
→ 11%, 11%, 3%
12) CN(C(=O)COC(=O)c1cc([N+](=O)[O-])ccc1Sc1ccccc1)C1CCS(=O)(=O)C1 (stereo not drawn)
→ 2%, -6%, -3%
13) COc1ccc(CNC(=O)CN2C(=O)COc3ccc(S(=O)(=O)N4CCC(C)CC4)cc32)cc1
→ -13%&-12%, -8%, -6%&-2%
14) CC(C)CNC(=O)NC(=O)COC(=O)c1cccc(NS(=O)(=O)c2ccc(F)c(F)c2)c1
→ 7%, -7%, 9%
15) COc1ccccc1-n1c(SCC(=O)OC(C)C)nc2cccnc21
→ 14%, -1%, -11%
16) CCOC(=O)NC(=O)/C(C#N)=C(/C)N(C)C
→ 17%, 1%, -6%
17) CCOC(=O)c1sc(NC(=O)C(CC)Sc2nnc3c4ccccc4n(CC)c3n2)nc1C (stereo not drawn)
→ 19%, 8%, 1%
18) CCCCN(C(=O)COC(=O)c1ccc(C)s1)c1c(N)n(CCC)c(=O)[nH]c1=O
→ -4%, x, 2%
19) COc1ccccc1NC(=O)NNC(=O)c1ccc2ccccc2c1
→ -12%, -8%, -4%
20) CC1CCN(C(=O)c2cccc(S(=O)(=O)N3CCCCC3)c2)CC1
→ 8%, 11%, 1%
21) CCCCc1ccc(NC(=O)c2ccc(NS(C)(=O)=O)cc2)cc1
→ -3%, 3%, -8%
22) CC(C)[C@@H](N)C(=O)NC[C@H]1O[C@@H](n2cnc3c(N)ncnc32)[C@H](O)[C@@H]1O
→ -15%, x, 1%
23) CC1(C)CC(O)C(CCC(O)c2ccccc2)C(C)(C)N1 (stereo not drawn)
→ -11%, 4%, -1%
24) CC1CCN(C(=O)CN2c3ccc(C(C)C)cc3-c3ccccc3S2(=O)=O)CC1
→ -1%, x, -15%
25) O=c1c2ccccc2c(C=Nc2ccc(O)cc2)c(O)n1Cc1ccccc1
→ -28%, -28%, -8%
26) CCOc1ccc(NC(=O)CNC(=O)c2cn(-c3ccccc3OC)c(=O)c3ccccc23)cc1
→ -20%, 13µM*, -5%
27) COc1cc(C(=O)Nc2ccc3c(c2)OCO3)c([N+](=O)[O-])cc1OC
→ 2%, -1%, 0%
28) CCc1nn2c(=O)cc(COC(=O)c3ccc(NC(=O)COc4ccc(C)cc4)cc3)nc2s1
→ 15%, x, 4%
29) COc1ccc(S(N)(=O)=O)cc1C(=O)OCC(=O)Nc1ncc(Cl)c(C)c1Cl
→ 4%, x, -1%
30) O=C(c1ccc(Cl)cc1)C1CCCN(Cc2cccn2-c2cccnc2)C1 (stereo not drawn)
→ -16%, -24%, -7%

Marked active in N370S GC mod, of those listed so far:
Results follow in this order: FEN1 inhibitor, N370S GC mod, GCN5L2 inh
26) CCOc1ccc(NC(=O)CNC(=O)c2cn(-c3ccccc3OC)c(=O)c3ccccc23)cc1
→ -20%, 13µM*, -5%

Next part:
Results follow in this order: FEN1 inhibitor, N370S GC mod, GCN5L2 inh
31) CCOC(CNC(=O)c1ccc2c(c1)ncn2-c1ccccc1OC)OCC
→ 1%, -6%, -16%
32) CSCC[C@H](NC(=O)c1ccc(OCC2CCCO2)cc1)c1nc2ccccc2[nH]1 (stereo partly drawn)
→ -1%, x, -1%
33) CC(C)C(c1nnnn1CCc1ccccc1)N1CCN(C(=O)c2ccco2)CC1 (stereo not drawn)
→ 5%, 4%, 1%
34) CCCOc1ccc(C(NC(=O)CC(C)C)NC(=O)CC(C)C)cc1OC
→ -1%, 7%, 0%
35) Cc1ccc(SC(C)C(=O)NC2CC2)cc1 (stereo not drawn)
→ -3%, 0%, 3%
36) CCCSC1=C(C#N)C(c2cccs2)CC(=O)N1 (stereo not drawn)
→ 2%, -12%, -1%
37) CCCCCCCC/C=C\CCCCCCCC(=O)N[C@H](CO)Cc1ccc(O)cc1
→ x, -18%, -16%
38) O=C(COC(=O)Cc1ccsc1)Nc1ccc(Br)cc1F
→ 4%, x, -5%
39) Cc1ccc(-c2csc(N=C(N)N)n2)c(C)c1
→ 5%, -19%, -18%
40) CCCNC(=O)CSc1nc2ccccc2c(=O)n1CCC
→ 15%, 1%, -9%
41) O=C(C1CC1)N1CCc2cc(Br)cc(S(=O)(=O)NCCN3CCOCC3)c21
→ 2%, 1%, -4%
42) CN(C)S(=O)(=O)c1cccc(NC(=O)COC(=O)CCOc2ccccc2)c1
→ -12%, -5%, -3%
43) CC(=O)/C=C1/SC(CC(=O)O)C(=O)N1c1ccccc1 (stereo not drawn)
→ 28%, 2%, -9%
44) O=C(Nc1ccc(NC(=O)C2CC2)cc1)c1ccco1
→ -4%, -7%, -2%
45) CCOc1ccccc1NC(=O)CCS(=O)(=O)c1ccc2c(c1)CCN2C(C)=O
→ -4%, 4%, -6%
46) Clc1ccc(-c2nc(C3CCCCC3)no2)cc1
→ -8%, 4%, -9%
47) CCN(CC)CC#CCC(O)(c1ccccc1)c1ccc(Br)cc1 (stereo not drawn)
→ 14%, u, -1%
48) Cc1ccc(CNC(=O)C(=O)c2cn(CC(=O)N3CCCC3)c3ccccc23)cc1
→ -7%, -3%, -1%
49) O=C(N/N=C/C=C/c1ccccc1[N+](=O)[O-])c1cccs1
→ -10%, 9%, -7%
50) O=C1C2C(C(=O)N1c1nccs1)C1C=CC2C12CC2 (stereo not drawn)
→ 16%, -2%, -10%
51) CC1C=CCC2C(=O)N(c3ccccc3OC(=O)c3cccs3)C(=O)C12 (stereo not drawn)
→ 19%, 2%, -3%
52) Cc1nnsc1C(=O)NC(C)C12CC3CC(CC(C3)C1)C2 (stereo not drawn)
→ 9%, 9%, -5%
53) CCCN(CCC)CCNc1c(NC2CCN(C(=O)OCC)CC2)c(=O)c1=O
→ 0%, 11%, -7%
54) COc1ccc(/C=C(/C(=O)Nc2ccccc2C(=O)N2CCCC2)c2ccccc2)cc1
→ u, -1%, u
55) CN1CCN(C(=O)c2ccc3c(=O)n(-c4ccc(F)cc4)c(=S)[nH]c3c2)CC1
→ -1%, -3%, -6%
56) O=C(CN1CC[n+]2c(-c3ccccc3)csc21)c1ccc(Br)cc1
→ 20%, -11%, -2%
57) COc1ccc(-n2cc(CN(C)C(C)c3ccncn3)c(-c3cccc(F)c3)n2)cc1 (stereo not drawn)
→ -1%, -15%, -20%
58) CCCc1c(C)nc(N2CCN(c3ccccc3F)CC2)[nH]c1=O
→ -5%, 1%, 4%
59) O=c1oc(Nc2cccc(Cl)c2)nc2ccccc12
→ 6%, 1%, 2%
60) CCOc1ccc(N=C2NC(=O)C(CC(=O)Nc3ccccc3)S2)cc1 (stereo not drawn)
→ 3%, -11%, -8%
61) O=C(CCCCn1c(=O)c2ccccc2n(Cc2cccc(F)c2)c1=O)NCc1ccc2c(c1)OCO2
→ -1%, x, -2%
62) Cc1cccc(C(=O)N(Cc2cccs2)C2CCS(=O)(=O)C2)c1 (stereo not drawn)
→ 1%, -1%, -5%
63) O=C(Nc1ccccc1)c1ccccc1NC(=O)C1CCCCC1
→ 2%, 8%, -13%
64) CCOc1ccc(C(C)NC(=S)NCc2ccc(F)cc2)cc1 (stereo not drawn)
→ 2%, -5%, -2%
65) CCOC(=O)N1CCN(C(=O)/C(=C/c2cccc3ccccc23)NC(=O)c2ccc(OC)c(OC)c2)CC1
→ -5%, -11%, -2%
66) Cc1[nH]c2ccccc2c1C(O)CN1CCC2(CC1)OCCO2 (stereo not drawn)
→ -14%, -6%, -21%
67) CC(=O)Nc1ccc(NC(=O)CN2C(=O)CCc3cc(S(=O)(=O)N4CCCCC4)ccc32)cc1
→ 15%, x, 15%
68) O=C(c1cnc(N2CCOCC2)c2ccccc12)N1CCN(c2ccc(F)cc2)CC1
→ -5%, x, -2%
69) c1cncc(-c2nnc3n2CCC3)c1
→ -11%, -8%[2.35 µM], -9%
70) COc1ccc(S(=O)(=O)NCc2ccccc2)cc1Br
→ x, -4%, -29%
71) Cc1ccc(NC(=O)c2ccncc2)cc1[N+](=O)[O-]
→ -2%, 9%, 7%
72) O=C1C(=Cc2cccs2)C(=O)c2ccccc21
→ 1%, 16%, -1%
73) CCCN1C(=O)C(Cc2nc3ccccc3c(=O)n2CC)c2cc(Br)ccc21 (stereo not drawn)
→ 7%, x, -2%
74) Cc1cccc(CSc2ncc(Cl)c(C(=O)Nc3nc4ccc(F)cc4s3)n2)c1
→ -8%, x, -7%
75) Cc1nnc(N/N=C/c2ccccc2F)n1N
→ 14%, -2%, -2%
76) COc1ccc(-c2noc(-c3ccccc3C(=O)NCc3ccco3)n2)cc1
→ 7%, -3%, 1%
77) ClC(Cl)(Cl)c1nc2ccccc2n2nncc12
→ -17%, 0%, -11%
78) COc1ccc(N(CC(=O)Nc2ccc(F)cc2)S(=O)(=O)c2ccccc2[N+](=O)[O-])c(OC)c1
→ -11%, -5%, 4%
79) O=C(NN=C1CCCCCC1)c1cccnc1
→ 19%, 4%, -7%
80) Cc1ccc(NC(=O)CCC(=O)N/N=C/c2ccc(O)cc2)cc1
→ -1%, 7%, -1%

Other structures follow:
Results follow in this order: FEN1 inhibitor, N370S GC mod, GCN5L2 inh
81) CC(C)C(=O)Nc1nnc(-c2ccco2)s1
→ 12%, -5%, 1%
82) COc1ccccc1OCC(=O)N/N=C1\CCCCc2ccccc21
→ -1%, 26%, u
83) O=C(CN1CCCCCC1)Nc1ccc(Cl)cc1F
→ -5%, 0%, 2%
84) COc1ccccc1/C=C/C(=O)OCC(=O)N1c2ccccc2CC1C (stereo not drawn)
→ -20%, x, -9%
85) CCC(C)(C)NC(=O)C(OC(=O)c1cc2sccc2n1C)c1ccc(OC)cc1 (stereo not drawn)
→ -16%, u, 6%
86) CCOC(=O)C1CCCN(C2=NC(=O)/C(=C/c3ccc(OC)c(OC)c3)S2)C1 (stereo not drawn)
→ -7%, 3%, -3%
87) Fc1ccc2nc(C3CCN(Cc4nc(CC5CC5)no4)CC3)[nH]c2c1
→ -7%, -8%, -17%
88) Cc1ccc(CSc2oc(-c3cccs3)nc2S(=O)(=O)c2ccccc2)cc1
→ 6%, x, 0%
89) Cc1ccc(S(=O)(=O)CCC(=O)Nc2nnc(-c3cccs3)o2)cc1
→ 1%, -1%, -5%

Structures listed so far with a thiophene ring, fused or not:
Results follow in this order: FEN1 inhibitor, N370S GC mod, GCN5L2 inh
3) O=C(Nc1ccsc1C(=O)O)c1cccc(Oc2ccccc2)c1
→ 2%, -1%, -3%
7) Cc1cc(C)n(-c2nc(-n3nc(C)cc3C)c3c4c(sc3n2)COC(C)(C)C4)n1
→ x, -1%, -5%
18) CCCCN(C(=O)COC(=O)c1ccc(C)s1)c1c(N)n(CCC)c(=O)[nH]c1=O
→ -4%, x, 2%
36) CCCSC1=C(C#N)C(c2cccs2)CC(=O)N1 (stereo not drawn)
→ 2%, -12%, -1%
38) O=C(COC(=O)Cc1ccsc1)Nc1ccc(Br)cc1F
→ 4%, x, -5%
49) O=C(N/N=C/C=C/c1ccccc1[N+](=O)[O-])c1cccs1
→ -10%, 9%, -7%
51) CC1C=CCC2C(=O)N(c3ccccc3OC(=O)c3cccs3)C(=O)C12 (stereo not drawn)
→ 19%, 2%, -3%
62) Cc1cccc(C(=O)N(Cc2cccs2)C2CCS(=O)(=O)C2)c1 (stereo not drawn)
→ 1%, -1%, -5%
72) O=C1C(=Cc2cccs2)C(=O)c2ccccc21
→ 1%, 16%, -1%
85) CCC(C)(C)NC(=O)C(OC(=O)c1cc2sccc2n1C)c1ccc(OC)cc1 (stereo not drawn)
→ -16%, u, 6%
88) Cc1ccc(CSc2oc(-c3cccs3)nc2S(=O)(=O)c2ccccc2)cc1
→ 6%, x, 0%
89) Cc1ccc(S(=O)(=O)CCC(=O)Nc2nnc(-c3cccs3)o2)cc1
→ 1%, -1%, -5%

Screening results (PubChem)
